APJ agonist = activates the human apelin receptor APJ | P35414 | CHO-K1 APJ PathHunter beta-arrestin, luminescence; 0% DMSO wells, 100% apelin | activation, % at 20 µM | 330,000 tested, 0.11% active;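 active means activation more than six SD over the plate average, tested at 20 µM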;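 further: 0% = DMSO alone and 100% = apelin-13 at 10 nM; some results filed as inactive read as strong as hits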
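Test system: CHO-K1 APJ beta-arrestin complementation cell line. Amount: cell density 1000 per well. Controls: DMSO negative, 10 nM Apelin-13 positive. Signal: luminescent beta-gal fragment complementation, chemiluminescent substrate. Read-out basis: agonist-driven arrestin binding to APJ. Timing: compound stimulation 90 min at 25 °C, detection 60 min.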
UPR XBP1 act = adaptive UPR (XBP1) activation. CHO-XBP1 luciferase reporter, IRE1-XBP1 UPR activation, luminescence; percent of tunicamycin response, DMSO as zero. activation, % at 20 µM. 330,000 tested, 0.33% active;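 active means versus positive control, 20 µM dose yields 30% or more activation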;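 further: 100% = tunicamycin at 10 µg/mL and 0% = DMSO only wells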
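Material: IRE1-XBP1 luciferase reporter CHO line / Quantity: one thousand reporter cells per well / Buffer or medium: F12 with 10% serum / Compound: 20 µM single concentration, DMSO 1% / Times: 6 h treatment, 37 °C / Detection: Steady-Glo luciferase glow luminescence, 10 min after reagent addition / Benchmarks: tunicamycin high, DMSO low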
CXCR6 inh = CXCR6 (human) receptor inhibition; O00574; CHO-K1 PathHunter CXCR6 beta-arrestin, luminescence; AID 602244; inhibition, % at 20 µM; 360,000 tested, 0.36% active; in the data active means inhibition above about 34%, passing the limit was not always enough;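 further: antagonist mode with CXCL16 agonist at 10 nM final; 0% = 10 nM CXCL16 with DMSO and 100% = unstimulated wells without agonist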
Target sequence (O00574 whole entry, looked up): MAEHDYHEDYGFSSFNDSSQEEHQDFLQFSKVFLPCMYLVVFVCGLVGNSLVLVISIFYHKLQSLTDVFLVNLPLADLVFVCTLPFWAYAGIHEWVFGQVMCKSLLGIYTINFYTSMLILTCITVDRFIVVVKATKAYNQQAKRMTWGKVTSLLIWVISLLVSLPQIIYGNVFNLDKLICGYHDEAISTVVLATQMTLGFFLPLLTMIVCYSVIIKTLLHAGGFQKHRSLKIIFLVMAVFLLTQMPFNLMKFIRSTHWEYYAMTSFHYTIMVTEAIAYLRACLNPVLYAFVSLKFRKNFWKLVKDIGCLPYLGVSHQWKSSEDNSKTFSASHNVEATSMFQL
APJ antag = blocks the human apelin receptor APJ. CHO-K1 APJ beta-arrestin complementation, luminescence. inhibition, % at 20 µM. AID 2521. 330,000 tested, 0.32% active. P35414;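 active means inhibition above about 40% at 20 µM, limit read from the data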;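 further: cells challenged with 10 nM apelin-13 agonist together with compound; plate controls were apelin-13 plus DMSO wells for no effect and DMSO wells lacking apelin-13 for full effect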
tim23-1 inh = tim23-1 yeast growth inhibition. AID 463212. inhibition, % at 20 µM. S. cerevisiae tim23-1 growth, BacTiter-Glo luminescence, 24 h. 330,000 tested, 1.3% active;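 active means growth inhibition of the mutant yeast at or above 50%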;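 further: temperature-sensitive mutant grown at 25 °C; plate controls were DMSO-treated mutant yeast for no effect and medium wells lacking yeast for full effect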
Mdm2-MdmX inh = inhibitors of human Mdm2/MdmX interaction. O15151+Q00987. SaOS-2 split-luciferase Mdm2/MdmX complementation, luminescence. inhibition, % at 8 µM. 330,000 tested, 3% active. AID 485346;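 active means inhibition of at least 50% at 8 µM in the primary screen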
UPR CHOP act = apoptotic UPR (CHOP) activation; CHO-CHOP luciferase reporter, luminescence; percent of tunicamycin response over DMSO baseline; activation, % at 10 µM; 330,000 tested, 0.34% active; AID 449763;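 active means at 10 µM dose, activation of 40% or more, normalized to positive control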;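 further: 100% = tunicamycin at 10 µg/mL and 0% = DMSO alone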
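System: CHO-CHOP luciferase reporter cell line | Buffer or medium: F12 medium containing 10% fetal bovine serum | Doses: One dose, 10 µM in 0.5% DMSO | Times: 6 h compound exposure at 37 °C after overnight seeding | Signal: Luciferase luminescence | Read-out: % activation vs tunicamycin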
EBI2 block = EBI2 (human) antagonism. P32249. EBI2 beta-arrestin recruitment, luminescence, 7a,25-OHC stimulated. inhibition, % at 5 µM. 360,000 tested, 0.81% active. AID 651636; in the data active means inhibition above about 38%;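 further: enzyme fragment complementation signal reports receptor beta-arrestin coupling in cells; 0% = agonist plus DMSO wells and 100% = wells without agonist; some results beyond the cut were filed as inactive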
Target sequence (P32249 whole entry, looked up, the tested form may be a part): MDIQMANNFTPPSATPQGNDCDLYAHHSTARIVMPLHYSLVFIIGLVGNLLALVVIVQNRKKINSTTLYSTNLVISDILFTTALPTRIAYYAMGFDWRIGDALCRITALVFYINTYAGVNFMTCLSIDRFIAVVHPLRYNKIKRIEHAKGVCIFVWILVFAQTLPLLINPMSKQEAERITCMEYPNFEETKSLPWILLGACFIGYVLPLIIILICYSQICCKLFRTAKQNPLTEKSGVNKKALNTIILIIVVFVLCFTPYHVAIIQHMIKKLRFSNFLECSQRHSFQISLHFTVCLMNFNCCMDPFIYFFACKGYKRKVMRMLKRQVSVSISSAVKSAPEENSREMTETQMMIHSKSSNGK
CCR6 antagonist = antagonists of human CCR6 receptor. P51684. AID 493098. inhibition, % at 20 µM. 340,000 tested, 0.49% active. CHO-K1 CCR6 PathHunter beta-arrestin, luminescence, CCL20-stimulated;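 active means compounds whose inhibition of the agonist-driven luminescence signal at 20 µM reaches about 50%, limit read from the data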;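 further: cells stimulated with CCL20 at 14 nM final; plate controls were DMSO with CCL20 for no effect and DMSO without agonist for full effect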
Target sequence (P51684 whole entry, looked up): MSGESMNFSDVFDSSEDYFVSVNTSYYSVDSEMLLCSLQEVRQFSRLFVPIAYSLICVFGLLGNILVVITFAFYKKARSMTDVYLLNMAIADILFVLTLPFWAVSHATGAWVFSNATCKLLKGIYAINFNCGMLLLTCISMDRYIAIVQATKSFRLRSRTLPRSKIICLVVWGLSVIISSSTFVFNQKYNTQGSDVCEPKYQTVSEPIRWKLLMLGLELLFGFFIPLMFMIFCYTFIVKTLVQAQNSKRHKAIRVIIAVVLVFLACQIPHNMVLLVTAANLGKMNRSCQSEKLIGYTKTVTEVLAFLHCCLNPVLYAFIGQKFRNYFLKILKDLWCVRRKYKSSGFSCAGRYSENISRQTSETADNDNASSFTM
Numbers without * were called inactive. A portion of the library (hit frequency here may not be typical).

Value order – APJ agonist	UPR XBP1 act	CXCR6 inh	APJ antag	tim23-1 inh	Mdm2-MdmX inh	UPR CHOP act	EBI2 block	CCR6 antagonist
- CC(=O)c1c(C)[nH]c(C(=O)NNC(=O)COc2ccc(Cl)cc2C)c1C
  -2	-1	-5	13	-4	25	-0.8	-2	7
- CC(C)(C)C(=O)N1CCC[C@H]1C(O)(c1ccccc1)c1ccccc1
  0	0	-6	-17	42	-25	1.4	-10	18
- Cn1c(=O)c(Nc2ccc(O)cc2)c2c3c(cccc31)C(=O)c1ccccc1-2
  -3	7	29	10	15	20	0.5	15	54*
- CCOc1ncccc1C(=O)OCC(=O)Nc1cccc(C(C)=O)c1
  -4	-2	-5	1	1	24	0.7	-8	1
- O=S(=O)(/N=C(/NC(=S)Nc1ccccc1)c1ccccc1)c1ccc(Cl)cc1
  -2	-3	12	27	39	-5	7.1	-3	4
- O=C(Nc1cc(Cl)cc(Cl)c1)N1CCCC1
  -4	1	1	-11	54*	-18	-0.7	-6	11
- O=C(O)C1CN(C(=O)c2cccc(Br)c2)C1
  -2	-3	-14	2	8	-3	-0.2	-1	0
- Cc1ccc(Nc2cc(C)nc(N3CCOCC3)n2)cc1
  -3	6	-3	7	22	-11	6.8	-3	4
- COc1ccc(CN2CCC(C(=O)Nc3ccc(Oc4cccnc4)cc3)CC2)cc1
  7	-3	11	21	-10	16	0.4	-4	7
- Clc1ccc(/C(Cc2nc3ccccc3[nH]2)=N\Nc2ccccc2)cc1
  -3	1	0	5	53*	15	6.9	22	9
- CC(=O)Nc1ccc(C(=O)OCC(=O)N2CCC(Cc3ccccc3)CC2)cc1
  0	3	-13	14	37	-12	1.0	4	-11
- CCCn1nnc2sc3c(c2c1=O)CCC(C)C3 (stereo not given)
  -4	4	6	-13	22	-25	4.4	3	0
- COc1ccc(CCNC(=S)NC(=O)c2cccc(Cl)c2)cc1OC
  2	-1	9	4	35	18	-0.9	14	16
- Cc1ccc([N+](=O)[O-])cc1N=Nc1c(C)[nH]n(C(N)=S)c1=O
  -1	-4	5	14	27	-5	1.0	-11	21
- Cc1ccccc1C(=O)Oc1cc(N)n(S(C)(=O)=O)n1
  -2	-1	-1	5	6	13	2.3	-9	-14
- CCOC(=O)c1ccc(NC(=O)Cn2c(=O)oc3ccccc32)cc1
  -2	-2	-5	5	-3	-20	0.9	0	3
- O=C(CSc1nc2ccccc2c(=O)n1-c1ccccc1)N/N=C/C=C/c1ccccc1[N+](=O)[O-]
  -2	5	0	12	26	17	-1.8	8	4
- CCOC(=O)N1CCN(c2cc(=O)n(-c3ccc(Br)cc3)c(=O)[nH]2)CC1
  2	-2	-7	0	-2	27	1.1	2	-2
- O=C(c1ccccc1)c1ccc(OCCn2cnc3ccccc3c2=O)cc1
  0	-3	-12	2	-36	21	-1.3	-4	-17
- COc1cccc(C(=O)NNC(=O)C(=O)Nc2cccc3ccccc23)c1
  -1	-1	8	11	3	32	1.4	0	15
- Cc1cc(C2N=C(N)Nc3nc4ccccc4n32)c(C)n1-c1ccccc1Cl (stereo not given)
  -5	1	-6	19	-90	24	-1.3	-15	16
- CC(=O)Nc1ccc(Nc2nc(C)c([N+](=O)[O-])c(Nc3ccc(NC(C)=O)cc3)n2)cc1
  0	2	2	31	-7	35	-1.3	7	32
- Cc1ccc(C)c2nc(SCC(=O)N3CCCc4ccccc43)c(C#N)cc12
  -3	-5	4	9	9	18	-2.1	12	-12
- CN(C)C(=O)c1ccc(NC(=O)c2ccccc2-c2ccccc2)cc1
  -1	-5	-16	19	-9	11	3.0	3	-3
- CCOC(=O)[C@H]1[C@H]2COc3ccc(OC)cc3[C@@H]2N2C(=O)CN(Cc3ccc(F)cc3)C(=O)[C@@]12C
  -3	-1	-5	2	6	11	-1.6	1	5
- Cc1nnsc1C(=O)NC1CCCCC1
  3	2	-12	4	-1	1	-0.2	-5	2
- CC(=O)NC(CC(=O)N(Cc1ccccc1)c1ccc(C)cc1)c1ccccc1 (stereo not given)
  5	-3	2	12	19	-11	-1.1	-6	11
- O=C(/C=C/c1ccc([N+](=O)[O-])cc1)N1CCN(S(=O)(=O)c2ccccc2)CC1
  4	0	-12	-6	3	-13	-0.4	90*	-8
- COc1ccc(C2Nc3ccccc3C(=O)N2c2ccc(F)cc2)cc1CSc1ccccn1 (stereo not given)
  4	10	2	13	13	25	1.7	12	-3
- Cc1nc2ccc(Cl)cc2c(-c2ccccc2)c1CC(=O)O
  -1	1	3	6	7	1	-0.6	1	-3

Next part (3 carried over from the part before).
Value order – APJ agonist	UPR XBP1 act	CXCR6 inh	APJ antag	tim23-1 inh	Mdm2-MdmX inh	UPR CHOP act	EBI2 block	CCR6 antagonist
- O=C(/C=C/c1ccc([N+](=O)[O-])cc1)N1CCN(S(=O)(=O)c2ccccc2)CC1
  4	0	-12	-6	3	-13	-0.4	90*	-8
- COc1ccc(C2Nc3ccccc3C(=O)N2c2ccc(F)cc2)cc1CSc1ccccn1 (stereo not given)
  4	10	2	13	13	25	1.7	12	-3
- Cc1nc2ccc(Cl)cc2c(-c2ccccc2)c1CC(=O)O
  -1	1	3	6	7	1	-0.6	1	-3
- O=c1cnnc(SCc2ccc([N+](=O)[O-])cc2)[nH]1
  -2	3	6	-7	4	-7	1.2	2	10
- COc1cc([N+](=O)[O-])ccc1NC(=O)COC(=O)CCOc1ccc(C)cc1
  -1	-6	-4	-7	74*	57*	0.8	7	-1
- CC(C)OCCCNC(=O)c1ccc2c(c1)ncn2C1CCCC1
  -2	3	-4	2	10	-3	3.8	-5	-3
- COc1cc(COC(=O)c2cnc(C)cn2)c(OC)cc1Br
  0	-5	2	-2	4	2	-0.2	15	10
- Cc1ccnc(SCC(=O)N2CCN(C(c3ccccc3)c3ccccc3)CC2)n1
  -1	1	1	5	-24	0	0.3	11	-5
- COc1cc(/C=N\NC(=O)Cn2nnc3ccccc32)cc(OC)c1OC
  -4	-3	-1	0	1	-6	-1.9	5	2
- O=C(CSc1ncnc2c1nnn2Cc1ccccc1)NC1CCCC1
  2	-4	8	14	8	-5	-0.3	-3	-3
- Cc1cc(C)c(N=Cc2c(O)c3ccccc3oc2=O)c(C)c1
  -3	4	13	-12	4	24	3.6	-3	2
- COc1ccc(NC(=O)CN(C)C(=O)Cc2coc3cc(C)c(C)cc23)cc1
  2	-3	-9	9	12	9	0.7	-8	8
- CC(c1ccccc1)N1CCC(CNC(=S)Nc2cccc(Cl)c2)C1 (stereo not given)
  0	0	-6	2	21	37	1.2	2	4
- CCn1nc(C)c(CN2CCc3c([nH]c4ccccc34)C2c2ccc(F)c(OC)c2)c1C (stereo not given)
  -4	1	-5	-6	32	17	1.0	30	20
- CC(=O)CC(=O)Nc1ncccn1
  -3	0	7	-4	6	0	-2.6	0	-8
- COc1ccc(CCN2C(=O)c3ccncc3C2=O)cc1OC
  -2	-1	6	-19	-17	20	-1.0	-4	6
- Cc1occc1C(=O)NNC(=O)COc1ccc(Br)cc1Br
  -3	3	1	0	3	-56	1.3	0	-7
- COC(=O)CC1NCCNC1=O (stereo not given)
  -5	-1	0	7	3	18	-1.1	-7	-3
- Cc1cc(C)n(-c2nc3ccccc3c3nc(C)nn23)n1
  -1	0	1	7	-5	-13	-1.9	4	1
- CCc1cc2c(=O)n(Cc3ccco3)c(SCC(=O)N3CCCc4ccccc43)nc2s1
  -4	4	16	-5	25	-3	1.1	20	13
- Cc1cc(NC(=O)CCNS(=O)(=O)c2ccc3[nH]c(=O)oc3c2)ccc1Br
  0	0	4	9	8	10	4.6	1	-4
- COc1cccc(-n2c(CNC(=O)OC(C)(C)C)n[nH]c2=S)c1
  2	-4	-4	-5	5	13	0.3	-6	10
- CCOc1cccc(C2C(C(=O)c3ccc(C)o3)=C(O)C(=O)N2CCCn2ccnc2)c1 (stereo not given)
  10	0	-12	-15	19	-32	0.4	-2	7
- CC(=O)Nc1ccc(NS(=O)(=O)c2ccccc2)c2ccccc12
  3	-4	-2	-4	12	-11	-0.5	3	8
- COc1ccc(/C=N/Nc2cc(C)nc(N)n2)cc1
  0	2	5	9	-17	-25	6.3	-7	-4
- Cc1ncc(CO)c(/C=N/NC(=S)Nc2ccc(F)cc2)c1O
  -3	-5	6	-2	4	14	1.1	-8	20
- CCC(C)NC(=O)c1oc2ccc(S(=O)(=O)N3CCC4(CC3)OCCO4)cc2c1C (stereo not given)
  -1	-5	2	13	18	7	1.3	3	-4
- CCCN1CCN(CCCNC(=O)CCN2C(=O)COc3ccccc32)CC1
  0	-3	3	-8	13	2	0.5	2	2
- CCOc1ccc(CC(=O)NNC(=O)/C=C/C(=O)O)cc1
  1	0	-3	-5	3	0	0.3	-6	-1
- Cc1ccc(NC(=O)c2cc3ccccc3oc2=O)cc1S(=O)(=O)N(C)C
  1	-10	0	5	-17	89*	-8.3	9	6
- CCC(C)(C)NC(=O)C(c1ccc(F)cc1)N(Cc1cccc(OC)c1)C(=O)c1cnccn1 (stereo not given)
  0	-2	10	16	33	7	0.7	-10	1
- CCCCN(C(=O)CSCc1ccc(C)cc1)c1c(N)n(CCC)c(=O)[nH]c1=O
  2	-3	8	-4	15	-5	0.6	-6	-10
- Cc1cccc(-n2ncc3c2CCCC3NC(=O)CCN2CCCO2)c1C (stereo not given)
  -1	-5	1	1	-12	14	-1.7	-11	-1
- CSc1nc(SC)c2c3c(oc2n1)COC(C)(C)C3
  2	0	-2	2	12	-1	0.4	-6	-3
- c1cnc(Sc2ccc3nnnn3n2)nc1
  0	0	2	-11	8	22	1.3	-3	5
- Cc1[nH]n(-c2ccccc2)c(=O)c1N=Nc1ccc(F)cc1
  -3	-1	12	19	7	-6	5.4	9	37
- COc1ccccc1Oc1coc2cc(O)ccc2c1=O
  -1	-1	-7	8	7	-22	0.2	-2	14
- Cc1c(OCc2ccccc2)c(=O)ccn1Cc1ccc(F)cc1
  -2	2	13	12	20	-18	-0.4	10	19
- Cc1ccc(OCC(=O)Nc2ccc(N3CCOCC3)cc2)cc1
  4	-6	-5	-5	-4	8	0.4	11	4
- O=C1S/C(=C\c2cccs2)C(=O)N1c1ccc(O)cc1
  0	8	-5	1	7	-86	2.3	-11	14
- Cc1ccc(NC(=O)CN2CCC(C(=O)c3ccc(F)cc3)CC2)cc1
  -1	-1	-1	2	25	-7	2.2	5	-2
- O=C(OCCCCN1C(=O)c2ccccc2C1=O)c1ccc(Br)o1
  -1	-1	0	-13	-1	14	0.1	-7	5
- CCOC(=O)c1sc(NC(=S)NC(=O)c2ccc(OC)cc2)nc1C
  -2	0	7	34	-1	48	-0.1	-4	12
- CCc1ccccc1N1CC23C=CC(O2)C(C(=O)OCC(C)C)C3C1=O (stereo not given)
  -2	-1	-1	11	11	-12	-1.0	-2	-4

Screens from PubChem.
